Source: PubChem BioAssay (ICCB-Longwood Screening Facility, Harvard Medical School)
PV pol inh – inhibitors of poliovirus RNA polymerase binding and polymerization; % elongation, % (compound at 16.7 µg/mL); poliovirus polymerase elongation, fluorescence polarization; active compounds read low; P03300; 150,000 compounds, 0.66% hits; in the data active = % elongation below about 90%; note: some results filed as inactive read as strong as hits
Target sequence (P03300 1749-2209 limits assumed): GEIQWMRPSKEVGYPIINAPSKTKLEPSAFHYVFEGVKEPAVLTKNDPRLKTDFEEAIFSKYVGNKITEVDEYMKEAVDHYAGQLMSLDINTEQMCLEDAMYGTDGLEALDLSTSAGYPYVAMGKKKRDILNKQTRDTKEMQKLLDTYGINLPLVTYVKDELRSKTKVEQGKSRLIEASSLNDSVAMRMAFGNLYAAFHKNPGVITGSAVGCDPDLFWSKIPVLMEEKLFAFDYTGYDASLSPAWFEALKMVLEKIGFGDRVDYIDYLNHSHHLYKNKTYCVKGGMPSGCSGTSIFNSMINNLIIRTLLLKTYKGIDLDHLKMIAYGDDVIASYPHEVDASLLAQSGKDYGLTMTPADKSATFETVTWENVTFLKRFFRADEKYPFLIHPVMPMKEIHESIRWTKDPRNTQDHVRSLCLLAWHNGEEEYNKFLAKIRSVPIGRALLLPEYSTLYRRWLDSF
PV pol inh FP z-score – recorded beside PV pol inh, whose call it bears; z-score; measured here: FP z-score; hits read low
* hit, by the source's call; & = joins results of further samples. Not all compounds are listed, so the mix of outcomes need not match the whole.

Results follow in this order: PV pol inh	PV pol inh FP z-score
COc1ccc2nc3c(cc2c1)c(=O)n(C)c(=O)n3C
 : 100.0	-0.6
CCc1cc(SCC(=O)C(C#N)c2nc(C)cs2)n2c(nc3ccccc32)c1C#N (stereo not given)
 : 102.0	0
N#Cc1c(SC2CCCC2)nsc1SC1CCCC1
 : 97.0	-0.3
Cc1cccc(CN(C(=O)Nc2ccc(Cl)c(Cl)c2)c2ccccn2)c1
 : 103.0	0.7
CC1CC(C)(C)OC(C(C)(C)CN(C)C)O1 (stereo not given)
 : 104.0	0.1
Cc1ccc(Cn2cccc(C(=O)N(C)c3ccccc3)c2=O)cc1
 : 102.0	0.1
O=C(COCc1cc(-c2ccc3c(c2)OCO3)on1)Nc1cc(Cl)ccc1O
 : 111.0	1
Cc1cccc2sc(NS(=O)(=O)c3ccc(C(=O)O)cc3)nc12
 : 101.0	0.3
Cn1c(NCc2ccccc2F)nc2ccccc21
 : 105.0	-0.4
O=C(C1CCC(CNS(=O)(=O)c2cccc3cccnc23)CC1)N1CCc2ccccc21 (stereo not given)
 : 102.0	0.2
O=C(O)CSc1sc(=S)sc1SCC(=O)O
 : 102.0	0.1
COc1ccc2sc(N(Cc3cccnc3)C(=O)c3cccs3)nc2c1
 : 113.0	1.3
N#Cc1cc2c(nc1SCC(N)=O)CCCC2
 : 104.0	0.1
COc1ccc(CCN2C(=O)N(c3ccc(C)cc3)C(=O)C2CC(=O)Nc2ccc(F)cc2)cc1 (stereo not given)
 : 100.0	-0.5
COC(=O)c1c(SCC(=O)Nc2cc(C)cc(C)c2)[nH]c2ccccc2c1=O
 : 112.0	1.7
COC(=O)c1ccc(Cn2c(=O)cc(C(F)(F)F)c3c(C)nn(C)c32)cc1
 : 102.0	-1
CCc1c(C)sc(NC(=O)CC#N)c1C#N
 : 96.0	-0.6
Cc1ccc(C(=O)Nc2nnc(SCc3cc(=O)c4c(C)ccc(C)c4[nH]3)s2)cc1
 : 112.0	1.4
O=C(CSc1nc(=O)n(Cc2cccnc2)c2c1CCC2)Nc1cccc(Cl)c1
 : 107.0	0.3
Cc1cc(C)cc(OCC(=O)Nc2c(C)ccc3nsnc23)c1
 : 103.0	-0.3
COc1cccc(C(=O)Nc2ncc3c(n2)CC(C)(C)CC3=O)c1
 : 102.0	0.2
CCOC(=O)c1c(-c2ccc(Cl)cc2)nn2c1NCN(C1CCCCC1)C2
 : 101.0	0.2
COCCN1C(=S)NC2c3ccccc3OC13CCCC23 (stereo not given)
 : 98.0	-1.8
CCCCn1c(SC(F)F)nc2ccccc2c1=O
 : 108.0	0.5
Cc1ccc(-c2nnc(Sc3nc4ccccc4o3)c3ccccc23)cc1
 : 104.0	0.6
COC(=O)c1[nH]nc2c1C(=O)N(C1CCCCC1)C2=O
 : 103.0	0.4
O=C(NCC1CCN(Cc2ccccc2F)CC1)Nc1ccccc1F
 : 102.0	0.3
CCn1c(=S)[nH]c2ccccc2c1=O
 : 104.0&110.0	0.3&1.2
CC(=O)Nc1ccc(Nc2nc(-c3ccccc3)c3cc(Br)ccc3n2)cc1
 : 105.0	0.1
CCCOc1ccc(Oc2nc(NCC(C)C)nc(N(C)C)n2)nn1
 : 113.0	1.4
C=CCNC(=O)C1C2C=CC(O2)C1C(=O)O (stereo not given)
 : 102.0	-0.1
CC(Sc1nnc(-c2c[nH]c3ccccc23)n1C)c1ccccc1 (stereo not given)
 : 102.0	0.5
Nc1nc(N)nc(SCC(=O)N2N=C(c3ccc4ccccc4c3)CC2c2ccccc2)n1 (stereo not given)
 : 109.0	0.9
COc1ccc(-c2nc(N)n(C(=O)c3ccco3)n2)cc1
 : 102.0	0.2
Cc1c(C(=O)N(C)C)sc2c1c(=O)n(-c1ccc(F)cc1)c(=O)n2Cc1cc(=O)n2ccccc2n1
 : 108.0	0.5
COc1cccc(C(=O)Nc2cccc(OCc3cc(=O)n4cc(C)ccc4n3)c2)c1
 : 101.0	-1.2
COc1ccccc1CNc1cc(C)nc2nc(-c3ccc(C)cc3)nn12
 : 106.0	0
CCOc1ccc(-c2nc3c(c(SCC(=O)OC)n2)Cc2cccc(OCC)c2O3)cc1
 : 100.0	-1.6
COc1ccc2nc(NC(=O)c3nc(S(=O)(=O)Cc4ccc(C)cc4)ncc3Cl)sc2c1
 : 119.0	1.9
O=P1(NCCCl)OCCCN1CCCl (stereo not given)
 : 101.0	0.2
Clc1ccc(C2N=C(c3cnccn3)NN2)cc1 (stereo not given)
 : 103.0	0.4
COc1ccc(-c2nnc(SCC(=O)c3ccc([N+](=O)[O-])cc3)o2)cc1OC
 : 109.0	0.6
CC(NC(=O)CSc1n[nH]c(-c2ccccc2)n1)c1nc2ccccc2n1C (stereo not given)
 : 104.0	-1
O=C(CCCn1c(=O)c2sccc2n(Cc2ccc(F)cc2Cl)c1=O)NCc1ccc2c(c1)OCO2
 : 105.0	-0.1
Cc1ccc(-n2c(C3CC3)n[nH]c2=S)c(C)c1
 : 103.0	0.2
Cc1nn(C)c2ncc(C(N)=O)c(Oc3cccnc3)c12
 : 107.0	0.5
COc1ccc(OC)c(NC(=O)CSc2nc3nc(C)c(Cc4ccccc4)c(C)n3n2)c1
 : 102.0	0.2
CC(C)c1nc(=S)[nH][nH]1
 : 84.0*	-2*
COC(=O)c1ccccc1S(=O)(=O)NC(=O)Nc1nc(C)c2c(n1)CCSC2
 : 100.0	-0.2
CS(=O)(=O)c1ccc(Cl)c(NC(=O)C2CC(=O)N(Cc3ccccc3)C2)c1 (stereo not given)
 : 105.0	0.3
CNC(=O)[C@H](Cc1c[nH]c2ccccc12)NC(=O)[C@@H](CC(=O)NO)CC(C)C
 : 100.0&100.0	-0.1&0.2
O=C(O)c1ccc(/C=N/n2cnnc2)cc1
 : 103.0	0.5
CCOc1ccc(CNC(=O)CCCn2nc(C)c3sc4ccccc4c3c2=O)cc1
 : 106.0	-0.2
Cc1cc(C)cc(NC(=O)c2cc(-c3ccco3)nc3ccccc23)c1
 : 103.0	0.9
Cc1ccc(Oc2ccccc2)c(NC=O)c1
 : 95.0	-0.7
Cc1ccccc1-c1nc(CNC(=O)NC2CCCCC2)c(C)o1
 : 101.0	-1.2
Cc1nnc2n1N=C(c1ccc(OC(F)F)cc1)C(C)S2 (stereo not given)
 : 103.0	0.1
Clc1ccc(Oc2ccc(N=Cc3ccc(I)o3)cc2)cc1
 : 104.0	0.2
COc1ccc(Nc2c(-c3ccc(N4CCOCC4)cc3)nc3cnccn23)cc1
 : 100.0	0
Cc1ccc(CNC(=O)c2cnc(N(C)C)nc2)cc1
 : 109.0	0.6

(listing goes on)
Results follow in this order: PV pol inh	PV pol inh FP z-score
Cc1cc(N2CCN(c3cc(Cl)ccc3C)CC2)n2nc(-c3ccccc3)nc2n1
 : 104.0	-0.2
CC1(C)OC(=O)NC1=O
 : 100.0&99.0	0&-0.2
O=c1[nH]cnc2c1ncn2COCCO
 : 101.0	0.1
CCOC(=O)c1c(C)[nH]c(/C(C)=N\O)c1C
 : 100.0	0
CCN(CC)C(N)=S
 : 106.0	0.5
CN(C(=O)Nc1ccccc1)C1CCCc2ccccc21 (stereo not given)
 : 104.0	0.3
COc1ccc(NC(=O)CCc2c(C)nn(-c3ccc(N4CCOCC4)nn3)c2C)cc1Cl
 : 106.0	0
Cc1nnc(SC(C)C(=O)NCc2ccccc2)[nH]c1=O (stereo not given)
 : 100.0	-0.6
CCOc1ccc(CNC(=O)CCn2nc(C)cc2C)cc1OC
 : 101.0	0.3
CCNc1nc(Cl)nc(NC2CCCCC2)n1
 : 103.0	0.4
Cc1ccc(N(Cc2cccs2)C(=O)C(C)Oc2ccc(Cl)c(C)c2)cc1 (stereo not given)
 : 104.0	-0.1
O=C(Nc1ccc2c(c1)OCCO2)C1CCCN(S(=O)(=O)Cc2ccccc2)C1 (stereo not given)
 : 101.0	0.1
COc1ccc(NC(=O)c2c(NC(=O)Cc3ccccc3)sc3c2CCCC3)cc1
 : 103.0	0.1
Cc1ccc(NC(=O)COC(=O)CSc2n[nH]c(-c3ccccc3)n2)cc1
 : 107.0	0.5
O=c1oc(-c2cccc(C(F)(F)F)c2)nn1-c1ccc(C(F)(F)F)cn1
 : 103.0	-0.1
CCOC(=O)c1cccc(NC(=O)CCn2ccc(C)n2)c1
 : 102.0	0.6
COc1cccc(NC(=O)C2CCN(C(=O)N3CC(C)Oc4ccccc43)CC2)c1 (stereo not given)
 : 103.0	-0.7
O=C(OCc1nc2ccccc2s1)C1CCCCC1
 : 101.0	-0.2
O=C(NCc1ccco1)C(C(=O)c1ccccc1)n1ccccc1=O (stereo not given)
 : 100.0	-0.5
Cc1oc(-c2ccc(Cl)cc2)nc1CS(=O)CC(=O)N1CCC2(CC1)OCCO2 (stereo not given)
 : 104.0	1.9
O=c1[nH]cc(N=Cc2cccnc2)c(=O)[nH]1
 : 104.0&101.0	0.4&-0.2
OC(CN1CCOCC1)c1ccccc1 (stereo not given)
 : 103.0	-0.2
CCOc1cc2c(cc1OCC)C1C(C(=O)NCCOC)c3ccccc3C(=O)N1CC2 (stereo not given)
 : 104.0	0.5
CC(C)C(=O)N1c2nc(-c3ccco3)nn2C2(CCCCC2)[C@@H]2CCCC[C@@H]21
 : 102.0	-0.1
CC(C)C1NC(=O)NC1=O (stereo not given)
 : 106.0	0.3
CC(C)C(C(=O)N1CCN(c2ccc(C(F)(F)F)cn2)CC1)c1ccc(Cl)cc1 (stereo not given)
 : 104.0	0.2
CCCCCCC[N+](CC)(CC)CCCCc1ccc(Cl)cc1
 : 104.0	1.1
COC(=O)CCS(=O)(=O)c1ccc(Cl)cc1
 : 102.0	0.9
CC(C)(C)c1ccc(OCCCC(=O)OCc2ccco2)cc1
 : 101.0	-0.2
COc1ccc2nc(C)cc(SCC(=O)O)c2c1
 : 101.0	-0.1

By substructure, the compounds so far containing a furan ring, fused or not
Results follow in this order: PV pol inh	PV pol inh FP z-score
COc1ccc(-c2nc(N)n(C(=O)c3ccco3)n2)cc1
 : 102.0	0.2
Cc1cc(C)cc(NC(=O)c2cc(-c3ccco3)nc3ccccc23)c1
 : 103.0	0.9
Clc1ccc(Oc2ccc(N=Cc3ccc(I)o3)cc2)cc1
 : 104.0	0.2
O=C(NCc1ccco1)C(C(=O)c1ccccc1)n1ccccc1=O (stereo not given)
 : 100.0	-0.5
CC(C)C(=O)N1c2nc(-c3ccco3)nn2C2(CCCCC2)[C@@H]2CCCC[C@@H]21
 : 102.0	-0.1
CC(C)(C)c1ccc(OCCCC(=O)OCc2ccco2)cc1
 : 101.0	-0.2

Going on with the list:
Results follow in this order: PV pol inh	PV pol inh FP z-score
CCOc1ncccc1C(=O)OCc1ccc(O)c2ncccc12
 : 103.0	0.2
Cc1cc(C)c2oc(C(=O)Nc3ccc(S(=O)(=O)N4CCCCC4)cc3)cc(=O)c2c1
 : 105.0	-0.5
Cc1ccc2oc(C(=O)N3CCC(c4nc5ccccc5s4)CC3)c(C)c2c1
 : 100.0	-0.5
COC(=O)c1ccccc1NC(=O)c1ccc2nc(N3CCCCC3)sc2c1
 : 104.0	0.4
CSc1nc(C)cc(C)c1C(N)=O
 : 99.0	-0.9
COc1ccc(NS(=O)(=O)c2cc3c(cc2C)N(C(C)=O)CCO3)cc1
 : 101.0	-1.1
COc1cccc(N/C=C(\C#N)C(=O)N2CCOCC2)c1
 : 100.0	-0.4
COC(=O)CCCCC1SCC2NC(=O)NC21 (stereo not given)
 : 103.0	0.7
CCC1CN(S(=O)(=O)c2cc(-c3onc(C)c3C)ccc2C)c2cc(Cl)ccc2O1 (stereo not given)
 : 111.0	1
CCOc1ccccc1NC(=O)C1=C(C)Nc2ncnn2C1c1cccs1 (stereo not given)
 : 102.0	-1
Cc1ccccc1Cn1cnc2nc3c(cc2c1=O)CC(C)CC3 (stereo not given)
 : 114.0	1.6
CC(O)Cc1n[nH]c(=S)n1-c1ccccc1 (stereo not given)
 : 101.0	0.2
COC(=O)c1ccc2c(=O)[nH]c(COC(=O)Cc3n[nH]c(=O)c4ccccc34)nc2c1
 : 101.0	0
CCCCc1c(C)nc2c(OC)cccc2c1SCCC(=O)O
 : 99.0	-0.3
COc1ccc(-c2cc(C(F)(F)F)nc(SCC(=O)N(C)C3CCCCC3)n2)cc1
 : 104.0	0.5
Cc1ccc(S(=O)(=O)NCc2ccc(/C=C(/C#N)C(=O)NC3CCCCC3)o2)cc1
 : 103.0	0.3
c1ccc(N2CCN(c3ncnc4[nH]ncc34)CC2)cc1
 : 106.0	-0.1
COC(=O)/C(C#N)=C/c1cc(C(=O)OC)n(-c2ccc(Cl)cc2)c1
 : 103.0	0.3
Cc1cccc(C)c1NC(=O)CCC(=O)N1Cc2ccccc2Oc2ncccc21
 : 108.0	0.1
Cc1cccc(-c2nc(C)c(CCC(C)C)c(=O)[nH]2)c1
 : 101.0	0
COC(=O)c1ccc(NC(=O)CN2CCN(c3ccc(Cl)cc3)CC2)cc1
 : 111.0	0.9
COc1cc(C2c3c(oc4ccccc4c3=O)C(=O)N2Cc2ccc(C)cc2)ccc1O (stereo not given)
 : 105.0	0.1
CC(Sc1nnc(-c2ccco2)n1-c1ccccc1)C(=O)NC(c1ccccc1)c1ccccc1 (stereo not given)
 : 102.0	0.4
CNC(=O)C1=NCCCc2cc(OC)c(OC)cc21
 : 102.0	0.2
O=C(COC(=O)c1ccc2c(c1)OCO2)Nc1ccc(S(=O)(=O)N2CCCC2)cc1
 : 105.0	0.2
CC(C)(C)c1ccccc1OCC(=O)O
 : 93.0	-2.8
Cc1cccc(Cn2cc(S(=O)(=O)c3ccc(Cl)cc3)c(=O)c3cc4c(cc32)OCO4)c1
 : 99.0	-1.6
O=C(CN1CCCN(Cc2ccccc2Cl)S1(=O)=O)NCc1ccccc1
 : 112.0	1
COc1cccc(N2CCN(C(=O)C3Cc4ccccc4N3C(C)=O)CC2)c1 (stereo not given)
 : 108.0	0.3
COc1ccc(OC)c2c(=O)cc(C(=O)O)oc12
 : 104.0	0.2
O=C(NC1CC(=O)N(c2ccccc2)C1)c1ccc(S(=O)(=O)N2CCCCC2)cc1 (stereo not given)
 : 101.0	-1.2
COc1ccc(CNC(=O)Cc2cn(C)c3ccccc23)c(OC)c1
 : 106.0	1.4
CCOc1cccc(/C=N/N2C(C)CCCC2C)c1O (stereo not given)
 : 105.0	0.1

Compound profiles (already shown). Values in the order: PV pol inh | PV pol inh FP z-score
COC(=O)c1ccccc1NC(=O)c1ccc2nc(N3CCCCC3)sc2c1 in the list: 104.0 | 0.4
O=C(COC(=O)c1ccc2c(c1)OCO2)Nc1ccc(S(=O)(=O)N2CCCC2)cc1 in the list: 105.0 | 0.2
